Screening data: PubChem BioAssay, Broad Institute
STK33 kin inh: inhibitors of human STK33 kinase; AID 2322; inhibition, % at 12.5 µM; Q9BYT3; ADP-Glo luminescence, MBP substrate; 0.44% of 27,000 active; in the data active = inhibition above about 20%; inconclusive = no clear call, values can overlap the other calls
Target sequence (Q9BYT3 whole entry, looked up): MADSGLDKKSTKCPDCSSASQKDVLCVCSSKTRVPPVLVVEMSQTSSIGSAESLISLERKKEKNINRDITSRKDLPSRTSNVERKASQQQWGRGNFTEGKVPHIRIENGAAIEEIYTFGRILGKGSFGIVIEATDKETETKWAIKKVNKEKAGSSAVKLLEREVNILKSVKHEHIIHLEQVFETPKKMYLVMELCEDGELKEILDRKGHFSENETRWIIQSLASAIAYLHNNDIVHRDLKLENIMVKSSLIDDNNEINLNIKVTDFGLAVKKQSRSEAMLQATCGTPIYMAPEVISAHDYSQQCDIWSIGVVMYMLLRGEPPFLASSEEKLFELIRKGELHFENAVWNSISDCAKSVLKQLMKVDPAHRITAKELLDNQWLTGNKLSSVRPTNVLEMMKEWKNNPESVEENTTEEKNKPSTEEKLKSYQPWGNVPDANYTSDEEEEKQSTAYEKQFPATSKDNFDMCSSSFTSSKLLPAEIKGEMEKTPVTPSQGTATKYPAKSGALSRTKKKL
p53 PUMA act: mutant p53 pathway reactivation; SW480 PUMA-promoter luciferase; activation, % at 9.98 µM; 1.5% of 28,000 active; AID 624151; in the data active = activation above about 52%; inconclusive = no clear call, values can overlap the other calls
Starred values were filed as active, the others as inactive; ? = inconclusive; nt = not tested or not shown. A portion of the library, so the mix of outcomes need not match the whole.

#	mol	STK33 kin inh	p53 PUMA act
1	C[C@H](CO)N1C[C@H](C)[C@@H](CN(C)Cc2ccc(O)cc2)OCc2cnnn2CCCC1=O	4.8	nt
2	COc1ccc(-c2nc3cc(C(C)C)ccc3o2)cc1NC(=O)COc1ccc(C)cc1	-2.8	63.7*
3	Cc1cccc(C)c1N(CC(=O)NC1CCCCC1)S(C)(=O)=O	-2.0	-5.1
4	CC(C)C#Cc1cnc2c(c1)C(=O)N([C@@H](C)CO)C[C@H](C)[C@@H](CN(C)Cc1cncnc1)O2	nt	13.7
5	COc1ccc(OC)c(NC(=O)CSc2ncccn2)c1	-0.8	5.2
6	C[C@H]1CN([C@@H](C)CO)C(=O)CCCn2cc(nn2)CO[C@@H]1CN(C)C(=O)Oc1ccccc1	0.5	nt
7	Cc1ccc(S(=O)(=O)N2CCN(Cc3ccc(OCCO)cc3)CC2)cc1	-0.7	nt
8	COc1ccc(NC(=O)Nc2ccc3c(c2)CC(=O)N([C@H](C)CO)C[C@H](C)[C@H](CN(C)Cc2ccc(-c4ccccc4)cc2)O3)cc1	3.7	nt
9	CC(C)NC(=O)Nc1ccc2c(c1)C(=O)N([C@H](C)CO)C[C@H](C)[C@H](CN(C)C(=O)Nc1ccc(C(F)(F)F)cc1)O2	-5.5	nt
10	CC(C)S(=O)(=O)N[C@@H]1CCCN(Cc2ccc(OCCO)cc2)C1	-1.3	nt
11	COCC#Cc1cnc2c(c1)C(=O)N([C@H](C)CO)C[C@H](C)[C@H](CN(C)C(=O)CCN1CCCCC1)O2	nt	6.7
12	C[C@@H]1CN([C@@H](C)CO)C(=O)c2cc(NS(=O)(=O)c3ccc(F)cc3)ccc2O[C@@H](C)CCCCO[C@H]1CN(C)CC1CC1	nt	12.7
13	C[C@@H](CN1CCC(Cc2ccccc2)CC1)[C@@H](O)c1ccc(O)cc1	nt	6.0
14	COc1cc(C2NC(=O)NC(c3ccccc3)=C2C(=O)c2ccccc2)cc(Cl)c1OCC(N)=O (configuration not stated)	4.9	1.7
15	CNC[C@@H]1OCCCC[C@H](C)Oc2ccc(NS(C)(=O)=O)cc2C(=O)N([C@@H](C)CO)C[C@@H]1C	nt	12.7
16	C[C@@H]1CN([C@@H](C)CO)C(=O)Cc2cc(NC(=O)CCN3CCOCC3)ccc2O[C@@H]1CN(C)S(=O)(=O)c1cn(C)cn1	-1.5	-0.9
17	CC(=O)Nc1cccc(NC(=S)NCc2ccco2)c1	9.5	-1.4
18	C[C@H]1CN([C@@H](C)CO)C(=O)CCCn2cc(nn2)CO[C@H]1CN(C)Cc1ccc(Cl)c(Cl)c1	-0.6	6.2
19	Cc1noc(C)c1NC(=O)Nc1cccc2c1O[C@H](CN(C)Cc1ccc(C(F)(F)F)cc1)[C@@H](C)CN([C@H](C)CO)C2=O	nt	5.0
20	C=C(C)C1CCC2(C(=O)O)CCC3(C)C(CCC4C5(C)C(C=O)C(O)C(C)(CO)C5CCC43C)C12 (configuration not stated)	4.5	8.2
21	C[C@@H]1CN([C@@H](C)CO)C(=O)c2cc(NS(=O)(=O)c3cccs3)ccc2O[C@@H]1CN(C)Cc1ccc(-c2ccccc2)cc1	2.0	1.3
22	COc1ccc(CN(C)C[C@@H]2Oc3ccc(NC(=O)Nc4ccc(OC)cc4)cc3CC(=O)N([C@@H](C)CO)C[C@@H]2C)cc1	-2.7	-1.2
23	Nc1nc(CSc2ccccn2)nc(Nc2ccccc2)n1	1.1	88.9*
24	Cc1ccc(-c2csc3ncnc(SCC(=O)Nc4ccccc4F)c23)cc1	1.8	9.7
25	C[C@H]1CN([C@@H](C)CO)C(=O)c2cccc(NC(=O)Nc3ccc4c(c3)OCO4)c2O[C@@H]1CN(C)S(C)(=O)=O	-3.3	nt
26	c1ccc(-n2nnnc2CSc2ncn[nH]2)cc1	-0.2	-8.1
27	C[C@@H]1CN([C@@H](C)CO)C(=O)Cc2cc(NC(=O)NC3CCCCC3)ccc2O[C@H]1CN(C)Cc1ccncc1	nt	12.0
28	C[C@@H]1CN([C@H](C)CO)C(=O)c2cc(NS(=O)(=O)c3cccs3)ccc2O[C@H]1CN(C)S(=O)(=O)c1ccc(F)cc1	-0.4	nt
29	O=C(Cc1ccccc1[N+](=O)[O-])Nc1ccc2c(c1)OCCO2	0.2	12.2
30	C[C@H](CO)N1C[C@H](C)[C@@H](CN(C)C(=O)Nc2cccc(Oc3ccccn3)c2)OCc2cnnn2CCCC1=O	-4.5	nt
31	Cc1noc(C)c1NC(=O)Nc1ccc2c(c1)CC(=O)N([C@@H](C)CO)C[C@@H](C)[C@@H](CN(C)S(C)(=O)=O)O2	-1.8	nt
32	CNC[C@H]1OCCCC[C@@H](C)Oc2ccc(N)cc2C(=O)N([C@@H](C)CO)C[C@H]1C	nt	11.0
33	Cc1ccc(S(=O)(=O)N2CCCC(C(=O)Nc3ccc4c(c3)OCCO4)C2)cc1 (configuration not stated)	2.7	-2.2
34	Cc1c(NC2CS(=O)(=O)CC2O)c(=O)n(-c2ccccc2)n1C (configuration not stated)	0.0	nt
35	C[C@H](CO)N1C[C@H](C)[C@H](CN(C)C(=O)Nc2cccc3ccccc23)Oc2ccc(NC(=O)Cc3cn(C)c4ccccc34)cc2CC1=O	-0.6	nt
36	Cc1cc(C(=O)Nc2cccc3c2O[C@@H](CN(C)C(=O)Nc2ccccc2)[C@@H](C)CN([C@@H](C)CO)C3=O)n(C)n1	nt	3.5
37	COc1ccc(S(=O)(=O)N(C)C[C@@H]2Oc3ccc(NC(=O)Nc4ccccc4)cc3C(=O)N([C@H](C)CO)C[C@@H]2C)cc1	6.7	nt
38	COc1ccc(NC(=O)N(C)C[C@@H]2Oc3ccc(NC(=O)C4CCCCC4)cc3CC(=O)N([C@@H](C)CO)C[C@@H]2C)cc1	-0.4	nt
39	C[C@@H]1O[C@@H](O[C@H]2CC[C@@]3(C)C(CC[C@]4(C)C3CC=C3C5CC(C)(C)CC[C@]5(C(=O)O[C@@H]5O[C@H](CO)[C@@H](O)[C@H](O)[C@H]5O)CC[C@]34C(=O)O)C2(C)C)[C@H](O)[C@H](O)[C@H]1O (some centres not stated)	-0.6	-6.6
40	C[C@H](CO)N1C[C@H](C)[C@H](CN(C)C(=O)[C@H](Cc2ccccc2)N(C)C)OCc2ccccc2-c2ccccc2C1=O	nt	7.3
41	C[C@@H]1CN([C@H](C)CO)S(=O)(=O)c2ccc(C#CC3CC3)cc2O[C@@H]1CN(C)C(=O)c1ccccn1	nt	-1.8
42	CC1(C)CC(=O)C2=C(C1)Nc1ccccc1N(C(=O)Cc1ccccc1)C2c1ccc(-c2ccccc2[N+](=O)[O-])o1 (configuration not stated)	4.3	-24.0
43	C[C@@H]1CN([C@@H](C)CO)C(=O)Cc2cc(NC(=O)CCN3CCOCC3)ccc2O[C@@H]1CN(C)CC1CCCCC1	2.0	nt
44	C[C@@H]1CN([C@H](C)CO)C(=O)c2cc(-c3ccc(C#N)cc3)cnc2O[C@H]1CN(C)C(=O)c1cccnc1	nt	-9.2
45	Cn1c(SCC(=O)Nc2ccc(Br)cc2Cl)nnc1-c1ccncc1	-3.2	9.5
46	C[C@@H]1CN([C@H](C)CO)C(=O)Cc2cc(NC(=O)Nc3ccc4c(c3)OCO4)ccc2O[C@H]1CN(C)C(=O)Nc1ccccc1	3.8	nt
47	O=C(/C=C/c1ccccc1)CC(=O)/C=C/c1ccccc1	-0.5	-4.2
48	C[C@H](CO)N1C[C@H](C)[C@H](CN(C)Cc2ccncc2)Oc2ccc(NC(=O)Nc3ccc(F)cc3)cc2C1=O	nt	-47.2
49	COc1ccc(NC(=O)Nc2ccc3c(c2)C(=O)N([C@@H](C)CO)C[C@H](C)[C@H](CN(C)Cc2ccc4c(c2)OCO4)O3)cc1	-1.0	nt
50	Cc1ccc(OCc2nc(N)nc(N(C)C)n2)cc1C	nt	?
51	O=S1(=O)NC(=NCCCCO)c2ccccc21	-0.3	1.4
52	CC(C)NC(=O)Nc1ccc2c(c1)C(=O)N([C@H](C)CO)C[C@H](C)[C@@H](CN(C)CC1CC1)OCCCC[C@@H](C)O2	-0.1	nt
53	Cc1ccc2oc(C(=O)Nc3sc4c(c3C(=O)NC3CCS(=O)(=O)C3)CCC4)c(C)c2c1 (configuration not stated)	4.5	-9.7
54	O=C(CSc1nnc(-c2ccncc2)o1)c1ccc2ccccc2c1	4.5	20.5
55	CNCCC=C1c2ccccc2C=Cc2ccccc21	0.9	16.2
56	Cc1cc(Cl)c(S(=O)(=O)N2CCCCCC2)cc1OCC(N)=O	1.8	1.9
57	C[C@H]1CN([C@@H](C)CO)C(=O)c2cccc(NS(C)(=O)=O)c2O[C@@H]1CN(C)Cc1ccncc1	nt	8.1
58	COc1ccc([Si](C)(C)[C@@H]2[C@@H](CC(=O)N3CCC[C@H]3CO)O[C@]3(C(=O)N(C)c4c(Br)cc(C)cc43)[C@H]2C)cc1	-2.0	nt
59	Cc1noc(C)c1NC(=O)N(C)C[C@H]1Oc2ccc(NC(=O)Nc3ccc(F)cc3)cc2C(=O)N([C@H](C)CO)C[C@H]1C	nt	-7.1
60	C=C[C@]1(C)CC[C@H]([C@H](C)C(=O)/C=C/C(C)(C)O)O1	14.3	nt

Screen by screen, as entered above:
Nos. 53–59 in p53 PUMA act: -9.7, 20.5, 16.2, 1.9, 8.1, nt, -7.1

The list continues:
#	mol	STK33 kin inh	p53 PUMA act
61	COc1ccc(/C=C/C(=O)O[C@@H]2[C@@H](O)[C@H](C)O[C@@H](O[C@H]3[C@@H]4C=CO[C@@H](O[C@H]5O[C@@H](CO)[C@H](O)[C@@H](O)[C@@H]5O)[C@@H]4[C@@]4(CO)O[C@@H]34)[C@@H]2OC(C)=O)cc1	-5.5	-7.4
62	C[C@@H]1CN([C@H](C)CO)C(=O)Cc2cc(NS(C)(=O)=O)ccc2O[C@H]1CN(C)S(C)(=O)=O	3.5	nt
63	COc1ccc(NC(=O)CN(c2ccc(C)c(C)c2)S(C)(=O)=O)c(OC)c1	-1.5	10.8
64	CC(C)NC(=O)Nc1ccc2c(c1)C(=O)N([C@H](C)CO)C[C@@H](C)[C@@H](CN(C)S(=O)(=O)c1cn(C)cn1)OCCCC[C@H](C)O2	nt	4.5
65	Cc1cc(N(CC(=O)Nc2cccc([N+](=O)[O-])c2)S(C)(=O)=O)ccc1Br	-3.8	-15.1
66	CC(C)(C)c1ccc(-c2ncon2)cc1Cn1nnc(-c2cccc(C(F)(F)F)c2)n1	nt	-2.2
67	COc1ccc(S(=O)(=O)Nc2ccc3c(c2)C(=O)N([C@H](C)CO)C[C@H](C)[C@H](CN(C)S(=O)(=O)c2ccc(F)cc2)OCCCC[C@@H](C)O3)cc1	2.1	nt
68	C[C@H](CO)N1C[C@H](C)[C@H](CN(C)Cc2ccc(Cl)c(Cl)c2)Oc2ccc(NC(=O)C3CC3)cc2CC1=O	-1.2	4.6
69	C[C@@H]1CN([C@H](C)CO)C(=O)c2cc(NC(=O)CCC(F)(F)F)ccc2O[C@@H](C)CCCCO[C@@H]1CN(C)C(=O)CCC(F)(F)F	nt	0.1
70	C[C@@H]1CN([C@H](C)CO)C(=O)CCCn2cc(nn2)CO[C@H]1CN(C)C(=O)Nc1cccc(Oc2ccccn2)c1	-0.1	-1.4
71	C[C@@H]1CN([C@H](C)CO)C(=O)c2cc(-c3cncnc3)cnc2O[C@@H]1CN(C)Cc1ccc(Oc2ccccc2)cc1	nt	9.5
72	COc1ccc(NC(=O)CNC(=O)c2cccc(C)c2)cc1	-1.3	7.9

Structures above that contain a COOH group (2):
#	mol	STK33 kin inh	p53 PUMA act
20	C=C(C)C1CCC2(C(=O)O)CCC3(C)C(CCC4C5(C)C(C=O)C(O)C(C)(CO)C5CCC43C)C12 (configuration not stated)	4.5	8.2
39	C[C@@H]1O[C@@H](O[C@H]2CC[C@@]3(C)C(CC[C@]4(C)C3CC=C3C5CC(C)(C)CC[C@]5(C(=O)O[C@@H]5O[C@H](CO)[C@@H](O)[C@H](O)[C@H]5O)CC[C@]34C(=O)O)C2(C)C)[C@H](O)[C@H](O)[C@H]1O (some centres not stated)	-0.6	-6.6

Complete entries as entered above:
Record of `COc1ccc(NC(=O)CN(c2ccc(C)c(C)c2)S(C)(=O)=O)c(OC)c1` = STK33 kin inh: -1.5; p53 PUMA act: 10.8
Record of `C[C@@H]1CN([C@H](C)CO)C(=O)CCCn2cc(nn2)CO[C@H]1CN(C)C(=O)Nc1cccc(Oc2ccccn2)c1` = STK33 kin inh: -0.1; p53 PUMA act: -1.4

Nothing new here: entries from further up.
#	mol	STK33 kin inh	p53 PUMA act
65	Cc1cc(N(CC(=O)Nc2cccc([N+](=O)[O-])c2)S(C)(=O)=O)ccc1Br	-3.8	-15.1
66	CC(C)(C)c1ccc(-c2ncon2)cc1Cn1nnc(-c2cccc(C(F)(F)F)c2)n1	nt	-2.2
67	COc1ccc(S(=O)(=O)Nc2ccc3c(c2)C(=O)N([C@H](C)CO)C[C@H](C)[C@H](CN(C)S(=O)(=O)c2ccc(F)cc2)OCCCC[C@@H](C)O3)cc1	2.1	nt
68	C[C@H](CO)N1C[C@H](C)[C@H](CN(C)Cc2ccc(Cl)c(Cl)c2)Oc2ccc(NC(=O)C3CC3)cc2CC1=O	-1.2	4.6
69	C[C@@H]1CN([C@H](C)CO)C(=O)c2cc(NC(=O)CCC(F)(F)F)ccc2O[C@@H](C)CCCCO[C@@H]1CN(C)C(=O)CCC(F)(F)F	nt	0.1
70	C[C@@H]1CN([C@H](C)CO)C(=O)CCCn2cc(nn2)CO[C@H]1CN(C)C(=O)Nc1cccc(Oc2ccccn2)c1	-0.1	-1.4
71	C[C@@H]1CN([C@H](C)CO)C(=O)c2cc(-c3cncnc3)cnc2O[C@@H]1CN(C)Cc1ccc(Oc2ccccc2)cc1	nt	9.5
